Assay outcomes (PubChem)
TRPML3 ag: human mucolipin-3 channel agonism; 220,000 tested, 0.29% active; Q8TDD5; activation, % at 3 µM; HEK293 TRPML3-YFP, Fluo-8 calcium fluorescence; 100% = the carbachol control signal;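 active = activation above its plate's cutoff, the mean activation of the plate's test wells plus 3 SD, cut at about 12% in these data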;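 note: 0% = DMSO only wells and 100% = carbachol wells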
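system = HEK293 cells stably carrying human TRPML3-YFP | doses = one concentration, 3 µM nominal, 0.3% DMSO | timing = dye loading 1 h 37 °C then 30 min ambient, 125 s read | detection = Fluo-8 calcium dye fluorescence, ex 470-495, em 515-575 nm | benchmarks = high control carbachol 87 µM, low control DMSO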
Mdm2 ligase inh: blocks human Mdm2 ubiquitin ligase activity | 210,000 tested, 0.11% active | cell-based MDM2 ubiquitination luciferase reporter, 2 h; 0 = plate control, 100 = twice control, blank-subtracted | signal enhancement, % at 5 µM;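 active = signal enhancement of 30% or more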;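 note: luminescence tracks abundance of the self-degrading MDM2-luciferase fusion protein; higher signal means inhibition of MDM2 E3 ligase activity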
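Buffer or medium: Cells held in DMEM | Assay system: Stable mammalian line carrying autodegrading MDM2–luciferase fusion reporter | Quantity: 2000 cells/well | Times: 4 h settle plus 2 h compound, 37 °C | Doses: One concentration, 5 µM, with 0.2% DMSO | Technique: Luminescence with SteadyLite reagent, 15 min at room temperature | Benchmarks: Plate controls and plate blanks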
PPC-1+TRAIL kill: compounds killing PPC-1 cancer cells with TRAIL present (potentiator screen, no TRAIL-free arm); AID 1443; cell killing (% activity), % at 4 µM; 220,000 tested, 0.41% active; PPC-1 cells + TRAIL, ATPLite viability luminescence;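 active = cell killing above 50% in the first pass at 4 µM, then a duplicate retest at 5 µM averaging 50% or more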;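 note: plate controls were cells with TRAIL plus DMSO for no effect and medium-only wells lacking cells for full effect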
CHOP inhibitor: CHOP inhibition in unfolded protein response | CHO-K1 CHOP-promoter luciferase, tunicamycin-induced, 15-18 h | inhibition, % at 10 µM | 220,000 tested, 3.8% active;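 active = compounds that reduced the stress-induced luciferase reporter signal by more than about 70% of percent inhibition, limit read from the data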;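 note: 0% = tunicamycin plus vehicle and 100% = wells without tunicamycin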
TRPN1 ag: zebrafish TRPN1 (NompC) channel agonism; HEK293 zebrafish TRPN1-YFP, Fluo-8 calcium fluorescence; 100% = response to 87 µM carbachol; activation, % at 3 µM; 220,000 tested, 0.18% active; AID 1424;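 active = activation above its plate's cutoff, the mean activation of test wells on that plate plus 3 SD, cut at about 19% in these data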;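 note: 0% = DMSO alone and 100% = 87 µM carbachol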
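Material – zebrafish TRPN1-YFP in HEK293 cells · Doses – 3 µM single point · Schedule – dye 1 h 37 °C plus 30 min RT · Signal – Fluo-8 calcium fluorescence, excitation 470-495 nm, emission 515-575 nm · Read-out – % activation versus carbachol response · Control set – carbachol high, DMSO low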
EBV gp42 inh: EBV gp42 inhibition; Q1HVG2; Fluorescence polarization binding assay, mP read-out; inhibition, % (tested at 21.74 µM); 220,000 tested, 0.42% active; in the data active = inhibition above about 50%
Runt-SMMHC FRET: inhibitors of human RUNX1 Runt domain binding to CBFb-SMMHC. Cerulean-Runt/Venus-CBFb-SMMHC FRET ratio 530/480, 1 h. inhibition, % at 20 µM. 220,000 tested, 0.74% active. AID 1434;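 active = mean inhibition across duplicate retests at 20 µM reaching about 50%, limit read from the data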;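 note: 0% = DMSO wells and 100% = wells with excess untagged CBFb-SMMHC; inhibitors lower the FRET ratio by blocking Runt binding to CBFb-SMMHC; some results filed as inactive read as strong as hits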
Target sequence (Q01196 whole entry, looked up, the tested form may be a part): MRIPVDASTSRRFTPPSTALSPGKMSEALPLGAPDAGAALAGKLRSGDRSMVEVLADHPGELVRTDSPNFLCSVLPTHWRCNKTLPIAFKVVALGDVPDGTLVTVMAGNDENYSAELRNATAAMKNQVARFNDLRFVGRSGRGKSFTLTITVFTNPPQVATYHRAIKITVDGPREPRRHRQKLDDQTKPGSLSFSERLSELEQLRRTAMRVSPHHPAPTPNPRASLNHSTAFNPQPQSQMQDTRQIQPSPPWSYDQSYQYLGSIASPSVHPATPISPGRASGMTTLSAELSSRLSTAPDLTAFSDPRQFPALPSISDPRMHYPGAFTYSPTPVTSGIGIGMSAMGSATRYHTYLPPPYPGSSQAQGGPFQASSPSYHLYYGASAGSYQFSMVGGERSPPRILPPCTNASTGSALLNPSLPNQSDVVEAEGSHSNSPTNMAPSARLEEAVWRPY
Target sequence (Q13951 whole entry, looked up, the tested form may be a part): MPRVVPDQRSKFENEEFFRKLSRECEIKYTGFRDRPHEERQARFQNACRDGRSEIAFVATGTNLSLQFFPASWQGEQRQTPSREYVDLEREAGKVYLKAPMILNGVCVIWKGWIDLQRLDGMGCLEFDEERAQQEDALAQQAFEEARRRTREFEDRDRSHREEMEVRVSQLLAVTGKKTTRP
p47phox inh: p47phox (human) inhibition. inhibition, % at 24.7 µM. AID 1274. p47phox/p22phox peptide binding, fluorescence polarization, 2 h. 220,000 tested, 0.53% active;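 active = inhibition above about 30%, limit read from the data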;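 note: 0% = p47phox with labelled peptide and 100% = labelled peptide alone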
Target sequence (P14598 whole entry, looked up): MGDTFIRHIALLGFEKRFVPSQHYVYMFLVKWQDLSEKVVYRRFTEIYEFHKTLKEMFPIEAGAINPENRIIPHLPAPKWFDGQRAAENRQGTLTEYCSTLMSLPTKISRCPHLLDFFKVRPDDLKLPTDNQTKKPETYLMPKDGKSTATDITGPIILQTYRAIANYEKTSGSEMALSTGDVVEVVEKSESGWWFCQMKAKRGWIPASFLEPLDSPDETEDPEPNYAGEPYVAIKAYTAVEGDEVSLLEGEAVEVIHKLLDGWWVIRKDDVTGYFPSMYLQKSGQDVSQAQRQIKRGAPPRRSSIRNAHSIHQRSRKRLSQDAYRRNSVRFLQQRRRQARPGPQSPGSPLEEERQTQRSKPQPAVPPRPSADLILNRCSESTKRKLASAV
TNF death inh: TNF-alpha cell death inhibition in Jurkat FADD-/- cells. Jurkat FADD-/- TNF necroptosis rescue, ATP luminescence, 24 h; 0 = TNF only, 100 = no-TNF cells. activation (protection from cell death), % at 10 µM. 220,000 tested, 0.068% active;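 active = activation, meaning protection from cell death, of at least 50% relative to plate controls; inactive = activation below 50%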;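 note: necroptosis triggered by 40 ng/mL TNF-alpha added together with compound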
* hit, by the source's call; / = not tested or not shown.

SMILES | TRPML3 ag | Mdm2 ligase inh | PPC-1+TRAIL kill | CHOP inhibitor | TRPN1 ag | EBV gp42 inh | Runt-SMMHC FRET | p47phox inh | TNF death inh
CC(CN1CCCCC1)OC(=O)c1cc2ccccc2o1 (centres undefined) | 0.0 | -9.0 | -2.7 | 21.2 | -1.1 | -26.5 | 2.5 | 1.9 | 0.1
O=C(NCCc1ccccc1)c1cccc([N+](=O)[O-])c1 | 0.1 | / | 28.4 | -1.1 | -0.2 | -14.5 | 2.4 | -24.7 | 1.5
CCCc1[nH]nc2c1C(c1ccc(OCCN3CCOCC3)c(OCC)c1)C(C#N)=C(N)O2 (centres undefined) | 0.1 | -19.3 | 2.2 | -1.2 | 0.1 | -9.4 | 1.6 | -13.4 | -5.4
CC(C)c1nc2oc3c(NCC4CCCO4)ncnc3c2c2c1COC(C)(C)C2 (centres undefined) | -0.4 | -16.8 | -18.9 | / | 0.2 | / | 1.2 | / | -2.0
O=C(COC(=O)c1ccccn1)Nc1ccccc1Cl | 0.6 | -3.5 | 1.2 | -0.5 | 0.8 | -5.4 | -5.9 | -11.1 | -2.5
Cc1nnc(SCc2nnc(-c3ccccc3Br)o2)s1 | 1.0 | -10.4 | 8.5 | -27.9 | 0.2 | -12.4 | -3.2 | -12.8 | 0.1
Cc1cc(NC(=O)c2cc([N+](=O)[O-])cc([N+](=O)[O-])c2)no1 | -0.7 | -2.1 | 4.5 | -3.1 | -1.2 | -3.5 | -0.4 | -0.7 | 2.1
Cc1ccccc1NS(=O)(=O)CCCCC(Cl)(Cl)Cl | -0.2 | -7.0 | 21.0 | 19.5 | -1.3 | 4.3 | 0.7 | -11.0 | 3.1
COc1ccc(C(=O)C2CCCN(C(=O)/C=C/c3ccccn3)C2)c(C)c1 (centres undefined) | 0.5 | -8.9 | -23.3 | 10.7 | 0.2 | 0.2 | 3.1 | 4.5 | -1.4
Cc1cc([N+](=O)[O-])cc2c1NCC1CC=CC21 (centres undefined) | -0.2 | -4.8 | 2.2 | -19.0 | -1.2 | -10.4 | 89.9 | -13.4 | 2.5
O=C(NCCCN1CCCC1=O)c1ccccc1NS(=O)(=O)c1ccc(F)cc1 | 0.2 | 7.2 | 22.6 | 27.8 | 0.5 | 3.7 | 3.5 | -0.1 | -0.2
Cc1c(S(=O)(=O)NCc2ccccc2)c(=O)n(C)c(=O)n1C | 0.8 | -12.7 | 6.4 | 14.0 | -0.1 | -9.1 | 0.8 | -0.7 | 0.1
Cc1cccc(Cn2c(N3CCN(c4ccccc4)CC3)nc3c2c(=O)n(C)c(=O)n3C)c1 | 0.9 | -2.7 | -12.7 | 40.4 | -2.4 | -2.9 | 1.6 | -12.3 | -10.1
COc1cc(NC(=O)NCCN2CCN(c3ccc(Cl)cc3)CC2)ccc1C | 0.8 | 9.3 | -13.5 | 84.4* | 0.2 | -0.4 | -0.8 | -15.0 | 1.8
CCOC(=O)N1CCN(S(=O)(=O)c2ccc(C(=O)Nc3nc4ccccc4s3)cc2)CC1 | -0.3 | -13.1 | -2.4 | 25.6 | -0.1 | -2.2 | -6.7 | 2.3 | 0.1
Cc1ccc(C(=O)Nc2cccnc2)cc1NC(=O)c1ccco1 | 0.0 | -10.8 | -5.6 | -0.1 | -1.7 | -9.1 | 0.9 | -4.8 | 0.8
CC(CCc1ccccc1)NC(=O)CSc1nnnn1C (centres undefined) | 0.0 | -10.8 | 8.9 | -24.0 | 1.6 | -1.2 | 0.3 | 17.0 | 0.6
CCCn1c2ccccc2c2nnc(SCC(=O)OC)nc21 | -1.0 | -16.5 | -16.3 | 2.6 | -1.0 | 5.2 | -1.9 | -6.7 | -0.4
CCOc1ccc(S(=O)(=O)NCCSc2ccccc2)cc1 | 0.1 | -12.7 | 11.7 | 95.6* | -1.1 | -3.6 | 4.4 | -9.5 | 0.6
Cc1cnc(-c2nnc(N(C)C(=O)c3cccnc3)s2)cn1 | 0.3 | 0.0 | 18.9 | 30.7 | 0.2 | 7.9 | 0.7 | -10.8 | 0.0
COc1ccc(CSc2nncn2C)cc1[N+](=O)[O-] | 0.7 | -2.9 | 25.6 | -2.6 | -0.9 | -22.6 | 3.6 | -16.7 | 1.1
Cc1ccc(C)c(NC(=O)C(Sc2cccc[n+]2[O-])c2ccccc2)c1 (centres undefined) | 0.6 | 6.5 | 22.9 | -1.5 | -1.2 | -5.3 | -1.4 | -1.7 | 0.0
O=C(NCc1ccccc1C(F)(F)F)C1CC(c2ccccc2[N+](=O)[O-])=NO1 (centres undefined) | -0.3 | -7.0 | 13.7 | 8.2 | -0.1 | -9.5 | 3.9 | -18.9 | -1.3
CCN(CCCNC(=O)COc1cc(=O)n(C)c2ccccc12)c1cccc(C)c1 | -1.8 | 0.2 | -25.6 | 43.3 | -1.6 | -11.8 | -2.9 | -15.6 | 0.1
CCS(=O)(=O)N1CCC(C(=O)NCc2cccs2)CC1 | 0.8 | -8.2 | 7.5 | 41.7 | 0.5 | -5.3 | -1.0 | -11.1 | -0.8
SMILES | TRPML3 ag | Mdm2 ligase inh | PPC-1+TRAIL kill | CHOP inhibitor | TRPN1 ag | EBV gp42 inh | Runt-SMMHC FRET | p47phox inh | TNF death inh
O=C(O)C1C2C=CC3(O2)C1C(=O)N1c2ccccc2COC13 (centres undefined) | 0.9 | -26.0 | 17.8 | 4.7 | 0.4 | -13.3 | -2.0 | -1.9 | 0.5
CCOC(=O)C1(Cc2cccc(OC)c2)CCN(C/C=C/c2ccc(OC)cc2)CC1 | 1.3 | -14.0 | 19.4 | 55.2 | 0.6 | -6.7 | -0.1 | -3.3 | 1.1
CCC(=O)NC(=S)Nc1cccc(NC(=O)c2ccc(Cl)cc2Cl)c1 | 0.2 | -4.2 | 0.3 | 39.7 | 0.3 | -15.5 | -1.5 | -9.3 | -7.5
CCCNC(=O)c1cc2nc(-c3ccccc3)cc(C(F)(F)F)n2n1 | 0.3 | / | 5.8 | 17.3 | 0.0 | -15.0 | 4.5 | -17.8 | -0.8
FC(F)(F)c1cccc(NC(=S)Nc2cccc(NC(=S)Nc3cccc(C(F)(F)F)c3)n2)c1 | 1.7 | -4.6 | 1.3 | -0.7 | 1.7 | 2.8 | 5.0 | -47.5 | -3.5
NS(=O)(=O)c1ccc(NC(=O)CN2CCCCC2)cc1 | 0.4 | -26.3 | 8.2 | -15.8 | 2.9 | 5.2 | 3.3 | -6.5 | -0.2
CC(=O)N(Cc1ccco1)C1(C(=O)NC2CCCCC2)CCCCC1 | -0.2 | -4.8 | 4.3 | -26.1 | -0.9 | -13.0 | 0.3 | -3.0 | 0.8
C/C(CC(=O)Nc1ccc(Cl)cc1Cl)=N\NC(=O)c1cnccn1 | 0.0 | -8.9 | 8.8 | -19.6 | 0.6 | -9.4 | 0.2 | -7.7 | 1.9
O=C(Nc1nc(-c2ccc(F)c(F)c2)cs1)c1cc([N+](=O)[O-])ccc1N1CCOCC1 | 0.6 | -7.0 | 5.4 | 27.9 | -0.7 | 0.8 | -5.5 | -8.4 | 6.1
O=C(N/N=C/c1ccc(N2CCOCC2)cc1)c1ccccn1 | 0.0 | / | 21.3 | -8.6 | 1.7 | -19.3 | -8.5 | -19.9 | -4.3
O=C(NC(Cc1c[nH]c2ccccc12)C(=O)N/N=C/c1ccc(Br)cc1)c1cccs1 (centres undefined) | 1.0 | -1.0 | 11.6 | 23.9 | 0.1 | 0.5 | -3.3 | -33.7 | -2.3
Cc1ccc(C)c2nc3sc(C(=O)N4CCOCC4)c(N)c3cc12 | 0.7 | -5.5 | 1.8 | 10.9 | 1.3 | -22.5 | 36.6 | -11.3 | -3.2
O=C(C(Cc1ccccc1)n1cccc1)N1CCN(c2ncccn2)CC1 (centres undefined) | 0.2 | -8.9 | 22.5 | 49.9 | 1.5 | -9.6 | -0.8 | -7.3 | -1.7
O=C(CN1C2CCCC1CC(NC(=O)C1CCCCC1)C2)NCc1ccc(F)cc1 (centres undefined) | -0.2 | / | 11.5 | 24.4 | 0.0 | -19.5 | -3.0 | 2.4 | 0.8
CC(C)CCn1c(Sc2nc3ccccc3o2)nc2c1c(=O)[nH]c(=O)n2C | -0.9 | -10.8 | 2.3 | -14.8 | 1.7 | -8.2 | 0.0 | -8.0 | -12.7
Cn1c(CCC(=O)OCC(=O)NCc2ccccc2Cl)nc(=O)c2ccccc21 | 0.3 | -20.0 | -14.4 | -17.1 | -0.6 | 0.4 | -1.4 | -4.6 | 0.7
Fc1ccc(CNc2nc(-c3ccco3)cc(C(F)(F)F)n2)cc1 | 0.3 | -12.0 | 13.0 | 10.9 | 2.8 | 2.0 | -16.7 | -18.6 | 1.8
Cc1c(Cl)cccc1NC(=O)Cn1c(-c2ccc(F)cc2)noc1=O | 0.7 | 1.9 | 7.6 | 3.2 | -0.7 | -6.5 | 0.3 | -9.5 | 0.6
Cc1cccc(CC(C)NC(=O)CCc2nnc(CCCCc3ccccc3)o2)n1 (centres undefined) | 0.6 | -1.3 | 11.7 | -4.4 | -0.1 | -15.5 | -2.9 | -9.3 | -0.4
CCC(=O)Nc1cccc(-c2nnc(-c3cccc(NC(=O)CC)c3)o2)c1 | 1.2 | -17.0 | 22.6 | 14.3 | 3.0 | 1.3 | -0.3 | -11.5 | -0.8
CC1=CC(=NOC(=O)/C=C/c2ccccc2)C=C(C)C1=O | -0.1 | -8.5 | 7.9 | 20.7 | -0.4 | -9.8 | -2.4 | -44.2 | -6.5
COC(=O)[C@@H]1C[C@@]2(O)[C@H](O)[C@H](O)[C@H](O)C[C@H]2N1Cc1ccc(C(C)(C)C)cc1 | / | 7.6 | 2.0 | -12.4 | / | -12.3 | 1.4 | -1.6 | 0.2
COc1ccc2c(c1OC)C(=O)OC2Nc1ncc(Br)cc1Br (centres undefined) | 1.1 | -17.7 | -16.1 | 38.1 | 0.9 | 1.6 | -2.5 | -2.5 | 1.5

4 entries picked at random from those above, as already listed:
SMILES | TRPML3 ag | Mdm2 ligase inh | PPC-1+TRAIL kill | CHOP inhibitor | TRPN1 ag | EBV gp42 inh | Runt-SMMHC FRET | p47phox inh | TNF death inh
O=C(NC(Cc1c[nH]c2ccccc12)C(=O)N/N=C/c1ccc(Br)cc1)c1cccs1 (centres undefined) | 1.0 | -1.0 | 11.6 | 23.9 | 0.1 | 0.5 | -3.3 | -33.7 | -2.3
COc1ccc2c(c1OC)C(=O)OC2Nc1ncc(Br)cc1Br (centres undefined) | 1.1 | -17.7 | -16.1 | 38.1 | 0.9 | 1.6 | -2.5 | -2.5 | 1.5
O=C(N/N=C/c1ccc(N2CCOCC2)cc1)c1ccccn1 | 0.0 | / | 21.3 | -8.6 | 1.7 | -19.3 | -8.5 | -19.9 | -4.3
O=C(O)C1C2C=CC3(O2)C1C(=O)N1c2ccccc2COC13 (centres undefined) | 0.9 | -26.0 | 17.8 | 4.7 | 0.4 | -13.3 | -2.0 | -1.9 | 0.5
